# High-throughput results deposited in PubChem BioAssay by several laboratories.
# human PMI inhibitors = human PMI inhibitors, high substrate, primary screen, biochemical, fluorescence intensity, high mannose 6-phosphate (AID 1220); recombinant PMI enzyme, coupled fluorescence intensity; higher % means a stronger effect; inhibition, % at 20 µM, or IC50 in µM where a hit was titrated; 0.66% of 190,000 active; Mannose-6-phosphate isomerase (Homo sapiens)
# WT yeast gro inh = growth inhibition of WT strain, primary screen, mitochondrial fusion inhibitor project, WT and mutant strains, chemical genetic. 2.1% of 190,000 active. mitochondrial fusion phenotypic screen. AID 1362, 2008. inhibition, % at 10 µM; in the data active = inhibition above about 58%; tested in S. cerevisiae
# Ins promoter up = insulin promoter activators in MIN6 cells, imaging, high-content screening, mouse beta cells; MIN6 insulin promoter-GFP reporter; active compounds read high; z-score at 5 µM; 0.3% of 190,000 active;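 active = z-score above 3 at 5 µM with at least 500 cells counted in the well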
# Dynein cargo inh = inhibitors of GR-EGFP nuclear translocation, primary screen, dynein cargo transport inhibitor project, imaging, high-content, 3617.4 mouse cells. test concentration mostly 20 µM; stimulated with dexamethasone, 1 µM; active compounds read low. z-score, hits read low. 0.47% of 220,000 active;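 active = plate z-score of nuclear minus cytoplasmic receptor signal below a set negative limit, without overly bright fluorescence or cell loss, cut at about -3.5 in these data, passing the limit was not always enough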;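 note: z-score of nuclear minus cytoplasmic ring GR-EGFP intensity difference per well; some compounds called inactive have numbers as strong as hits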
#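 Also added: dexamethasone, 1.0 µM final. Medium: tet-free, stripped-serum medium. Detection: fixed, Hoechst-stained cells imaged at 10x for EGFP. Read-out: nuclear-to-cytoplasmic GR-EGFP distribution per well. Times: induction 48 h, compound 1 h, agonist 30 min.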
# Yfh1-depleted yeast = enhancers of respiration in Yfh1-depleted yeast, dose response, Friedreich's ataxia, plus single-dose screen (AID 1465) | 0.074% of 220,000 active | S. cerevisiae Yfh1-off respiration, WST-1 reduction, 72 h; higher fold induction means a stronger effect | fold induction at 50 µM; hits with a dose series show EC50 in µM;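 active = fold induction of absorbance versus untreated yeast above a set limit, then at least 30% activation at any dose in follow-up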;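 note: activators that raise dye reduction in frataxin-depleted yeast; strong numbers were not always called active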
# PMI inhibitors = inhibitors of human PMI, primary screen, biochemical, fluorescence intensity, coupled assay (AID 1209) | Mannose-6-phosphate isomerase (Homo sapiens) | purified PMI enzyme, coupled fluorescence intensity; higher % means a stronger effect | one-dose inhibition, % at 20 µM; IC50 in µM for titrated hits | 0.42% of 190,000 active;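 note: plate controls were DMSO vehicle for no effect and wells lacking substrate for full effect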
# b-catenin transl = modulators of beta-catenin nuclear translocation, primary screen, imaging, HeLa cells, immunofluorescence, high-content; nuclear translocation activity, % at 5 µM; 0.3% of 190,000 active;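 active = nuclear translocation activity above 50% at 5 µM, with a well cell count of 50 or more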;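 note: per-cell ratio of nuclear to cytoplasmic median beta-catenin stain intensity; plate controls were DMSO negative control for no effect and GSK-3 inhibitor IX positive control for full effect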
#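 Read-out: Nuclear/cytoplasmic beta-catenin signal ratio, % activation | Assay system: Human HeLa cell line | Times: 24 h compound exposure at 37°C, 5% CO2 | Signal: Fluorescence imaging of beta-catenin antibody stain plus DAPI | Dosing: 5 µM primary, 0.02–20 µM confirmation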
# MT stabilize HCS = microtubule stabilizers in HeLa cells, primary screen, imaging, high-content imaging. 0.83% of 200,000 active. AID 2205, 2009. % tubulin-high responders, % at 10 µM. HeLa tubulin immunostaining HCS, 24 h; share of cells brighter than vehicle mean+2SD;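 active = plate Z-score above 3 for both tubulin-high and condensed-nucleus cell shares, with cell loss under 80%, at 10 µM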;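 note: anti alpha tubulin signal scored within the nucleus-defined area of each cell; some results filed as inactive read as strong as hits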
# Autophagy HCS = autophagy modulators in MEF cells, primary screen, imaging, high-content, MEF GFP-LC3; MEF GFP-LC3 puncta imaging; test concentration mostly 10 µM; calls only at 10 µM (by protocol); 0.98% of 190,000 active; AID 463193, 2010;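 active = percentage of spot-positive cells more than 3 SD above its plate mean, without a fluorescence outlier flag or 80% toxicity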;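 note: spot-positive cell cutoff set from DMSO-treated cells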
# WT yeast gro inh mutant strain = also measured in WT yeast gro inh; calls as there; inhibition, %; mitochondrial fusion phenotypic screen, mutant strain inhibition
# Dynein cargo inh cytoplasmic EGFP = recorded beside Dynein cargo inh, whose call it bears; z-score; measured here: cytoplasmic GR-EGFP intensity; active compounds read high
# Dynein cargo inh nuclear GR-EGFP = further read-out of Dynein cargo inh, marked with its call; z-score; measured here: nuclear GR-EGFP intensity;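 lower value marks the stronger effect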
# Dynein cargo inh cell count = further read-out of Dynein cargo inh, marked with its call; z-score; measured here: cell count per field
# Ins promoter up cell count = recorded beside Ins promoter up, whose call it bears; cell count; measured here: cytotoxicity, nuclei count;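 total cells summed across four imaged fields per well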
# b-catenin transl cell count 5 µM = second read-out of b-catenin transl, no call of its own (marks repeat the call); cell count; measured here: cell count, cytotoxicity flag
# MT stabilize HCS Hoechst-high % = further read-out of MT stabilize HCS, marked with its call; % Hoechst-high responders; measured here: nuclear condensation Hoechst responders;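 share of cells brighter than vehicle mean plus two SD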
# MT stabilize HCS cytotoxicity % = further read-out of MT stabilize HCS, marked with its call; toxicity, %; measured here: cytotoxicity by cell density;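 0% = mean cell density of plate MIN control wells and 100% = no cells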
# Autophagy HCS cell loss 18 h = also measured in Autophagy HCS; calls as there; toxicity, %; measured here: cell loss, nuclei count;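 cell loss after 18 h compound exposure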
# * = called active by the depositor; i = inactive; nt = no result given. Cut-off read from the data, not from the text of the source, unless noted: active = inhibition above about 50%; inactive = the rest. No enrichment for hits (roughly 5% active in at least one column).
# Preview, two compounds:
SMILES,human PMI inhibitors,WT yeast gro inh,WT yeast gro inh mutant strain,Ins promoter up,Ins promoter up cell count,Dynein cargo inh,Dynein cargo inh cytoplasmic EGFP,Dynein cargo inh nuclear GR-EGFP,Dynein cargo inh cell count,Yfh1-depleted yeast,PMI inhibitors,b-catenin transl,b-catenin transl cell count 5 µM,MT stabilize HCS,MT stabilize HCS Hoechst-high %,MT stabilize HCS cytotoxicity %,Autophagy HCS,Autophagy HCS cell loss 18 h
CCOc1ccc(C(=O)CN2CCN(S(=O)(=O)c3ccc(OC)cc3)CC2)cc1,-90%,-6,-8,-0.28,1164,-1.1,-0.26,-1.2,0.91,i,-56%,-1.6,1092,2.4,1.4,3.8,i,1
O=C(CCCCn1c(=O)[nH]c2ccsc2c1=O)NCc1cccnc1,4%,-1,4,nt,nt,0.35,-0.25,0.54,-0.55,i,2%,-2.1,1201,1.5,1.8,19,i,3

# Main list, from the start:
SMILES,human PMI inhibitors,WT yeast gro inh,WT yeast gro inh mutant strain,Ins promoter up,Ins promoter up cell count,Dynein cargo inh,Dynein cargo inh cytoplasmic EGFP,Dynein cargo inh nuclear GR-EGFP,Dynein cargo inh cell count,Yfh1-depleted yeast,PMI inhibitors,b-catenin transl,b-catenin transl cell count 5 µM,MT stabilize HCS,MT stabilize HCS Hoechst-high %,MT stabilize HCS cytotoxicity %,Autophagy HCS,Autophagy HCS cell loss 18 h
CCOc1ccc(C(=O)CN2CCN(S(=O)(=O)c3ccc(OC)cc3)CC2)cc1,-90%,-6,-8,-0.28,1164,-1.1,-0.26,-1.2,0.91,i,-56%,-1.6,1092,2.4,1.4,3.8,i,1
O=C(CCCCn1c(=O)[nH]c2ccsc2c1=O)NCc1cccnc1,4%,-1,4,nt,nt,0.35,-0.25,0.54,-0.55,i,2%,-2.1,1201,1.5,1.8,19,i,3
CC(=O)/C=C1/SC(CC(=O)O)C(=O)N1c1ccccc1 (stereo unspecified),2%,-18,-7,0.14,1166,0.56,-0.22,-0.0036,0.82,i,-2%,-1.2,1203,4.1,1.8,7.0,i,2
CCOc1cc(/C=C(\C#N)C(=O)NCC2CCCO2)ccc1OCC(N)=O (stereo unspecified),11%,0,-1,-0.13,1492,-0.44,-0.22,-0.27,-0.084,i,14%,1.1,1014,2.8,2.6,5.4,i,11
Cc1cc(CN2CCN(CCC#N)CC2)c(O)c(C2(C)CCCCC2)c1,13%,84*,43*,-1.1,1277,2.6,-0.18,1.7,-2.2,i,21%,nt,nt,2.2,1.1,6.3,i,-5
CCOC(=O)C(C)Oc1cccc2c(=O)n(CC(=O)N3CCN(C(=O)OCC)CC3)ccc12 (stereo unspecified),-4%,13,-1,1.2,704,0.13,-0.068,0.14,-0.94,i,-4%,nt,nt,3.6,1.3,4.9,i,5
COc1ccc2nc(SCC(=O)N3CCN(c4ccc(F)cc4)CC3)c(C#N)cc2c1,23%,0,-20,1.1,1279,-1.5,0.095,-1.4,1.4,i,6%,-3.9,565,3.7,1.6,4.6,i,-10
Cc1cccc(OCC(=O)NNC(=O)c2ccc([N+](=O)[O-])cc2)c1,-3%,-20,-6,-0.56,1332,-0.86,-0.23,-0.5,0.81,i,-14%,-0.1,1035,3.2,3.4,4.3,i,-6
CC1(C(=O)NCCCN2CCOCC2)Oc2cccnc2NC1=O (stereo unspecified),10%,4,19,1,1565,-0.5,-0.28,-0.091,0.66,i,10%,-0.4,985,3.4,1.4,2.2,i,9
Cc1c(CCO)c(=O)n(-c2ccccc2)n1S(=O)(=O)c1ccc(Cl)cc1,-40%,-8,-10,-0.16,811,-0.35,-0.097,0.11,-0.2,i,-23%,3.9,1114,1.4,1.4,6.8,i,1
CCOC(=O)c1sc(C)c2c(=O)n(CCCN3CCOCC3)cnc12,2%,-2,-6,-0.75,1262,-0.039,0.36,0.26,0.13,i,6%,-0.2,1035,1.9,2.9,8.5,i,-4
Cc1c(NC(=O)CN2CCCc3ccccc32)c(=O)n(-c2ccccc2)n1C,4%,13,5,0.39,970,-0.43,-0.34,0.2,0.11,i,-3%,-4.5,853,3.6,2.7,5.7,i,7
CCOC(=O)c1cc([N+](=O)[O-])sc1NC(=O)CC,-9%,14,30,0.08,1534,0.32,-0.28,0.67,-0.34,i,-12%,-4.8,1095,3.3,2.0,7.6,i,10
Cc1ccc(COc2cccc3c2CCN(Cc2ccc(F)cc2)C3=O)cc1,10%,-3,3,-0.44,1372,-0.67,-0.3,-0.56,0.87,nt,13%,-0.4,1165,3.6,1.4,8.8,i,2
Cc1cc(C(=O)OCC(=O)N2CCN(c3ccccc3)CC2)c2ccccc2n1,-16%,17,22,-0.79,1066,-0.75,-0.17,-0.29,0.45,i,-25%,0.3,1185,1.7,2.4,15,i,36
O=C(COC(=O)c1ccc[nH]c1=O)Nc1ccc2c(c1)OC(F)(F)O2,nt,nt,nt,-0.12,1397,2.4,-0.15,0.94,-2.1,i,nt,-0.3,1019,nt,nt,nt,nt,nt
O=C(/C=C\c1cccs1)c1c(O)ccc2ccc(=O)oc12,-2%,12,8,0.58,1104,0.83,0.046,0.24,-1.6,i,-6%,-0.2,520,2.6,2.5,8.3,i,10
COc1cc(C(=O)OCC(=O)Nc2ccc(C(C)=O)cc2)ccc1OCC(=O)N1CCOCC1,-10%,-1,4,0.95,1215,-0.47,-0.3,-0.48,0.34,i,-14%,-1.3,879,1.5,2.4,5.6,i,1
O=C(CSc1nc(-c2ccco2)cc(C(F)(F)F)n1)Nc1cccnc1,5%,1,24,-1.5,1030,-0.14,-0.21,0.1,0.066,i,7%,-2.6,981,58*,19*,69*,i,28
Cc1ccc(S(=O)(=O)N2CCN(C(=O)c3cccs3)CC2)cc1,nt,-13,-4,nt,nt,-0.13,-0.28,0.24,0.4,i,nt,0.3,1531,nt,nt,nt,i,16
O=C(Nc1ccccc1)c1ccc(N2CCN(c3ccccn3)CC2)c(S(=O)(=O)N2CCOCC2)c1,11%,-9,6,-1.1,944,-0.39,0.11,-0.072,-0.52,i,9%,nt,nt,2.0,1.9,8.9,i,0
O=C(NCC(=O)N(c1ccccc1)C(C(=O)NCC1CCCO1)c1ccccc1)c1ccco1 (stereo unspecified),-2%,-11,-16,0.46,1009,0.43,-0.046,1,-1.9,i,0%,0.5,1195,5.4,3.6,9.1,i,14
COc1ccc(NC(=S)NCc2cccnc2)cc1OC,4%,-14,5,-0.38,1395,-0.11,0.6,0.31,0.88,i,2%,0.7,1503,5.6,2.0,5.2,i,4
c1ccc(-c2cc3c(-n4cccc4)ncnc3o2)cc1,8%,-1,-2,0.32,1536,2.1,-0.27,2.1,-2,nt,9%,0.4,877,6.9,1.7,2.7,i,17
COc1ccccc1-c1nc(-c2ccncc2)no1,5%,10,8,-0.2,1346,-0.35,-0.022,-0.087,0.29,i,-7%,4.3,1239,4.5,4.5,5.0,i,-6
CCn1c(-c2ccco2)nc2ccccc21,-4%,7,-9,1.1,1183,-0.29,-0.22,-0.55,1,i,-4%,-0.5,1079,2.8,1.5,6.7,i,-4
Cc1cccc(NC(=O)Cn2c(=O)n(CCC(=O)NC3CCCC3)c(=O)c3ccccc32)c1,-9%,-10,-5,0.08,882,-0.06,-0.17,0.26,0.5,i,-11%,-2.9,1176,2.3,1.9,3.1,i,7
CCCCNc1nc2c(-c3ccccc3)nnn2c2ccccc12,nt,nt,nt,0.96,1374,0.86,0.27,0.47,-0.31,i,nt,-0.7,1132,nt,nt,nt,nt,nt
C=C1C(C(=O)Nc2cccc(OC)c2)C1C(=O)Nc1cccc(OC)c1 (stereo unspecified),15%,-7,2,0.28,1261,-0.87,-0.19,-0.09,1.3,i,11%,-0.8,1090,4.9,1.1,7.8,i,24
CC(C)(C)NC(=O)CSCc1c(Cl)cccc1Cl,-1%,-2,-2,-1.3,877,-0.51,-0.31,-0.19,0.23,i,-4%,0.9,529,4.1,2.9,5.6,i,-9
O=C(Nc1cccc(Cl)c1N1CCCCC1)c1ccc(N2CCOCC2)c([N+](=O)[O-])c1,7%,-1,-22,nt,nt,0.64,-0.34,0.093,0.1,i,19%,0.5,719,4.0,3.5,6.4,i,20
COc1ccc(N2CCN(C(=O)CSc3nnc4n3C(C)(C)Cc3ccccc3-4)CC2)cc1,6%,18,13,0.68,944,-0.59,-0.21,-0.4,-0.49,i,14%,0.3,976,1.7,1.6,21,i,-5
CCOC(=O)C1CCCN(C(=O)Cc2ccc(C)cc2)C1 (stereo unspecified),0%,-1,4,-1.3,852,-0.99,-0.11,-0.31,1,i,4%,nt,nt,1.2,1.1,9.4,i,-2
CCc1nc2ccccc2n1Cc1ccc(OC)c(OC)c1,19%,-3,11,nt,nt,2.3,0.52,1.7,-1.5,nt,4%,-0.6,1129,2.8,4.0,14,i,-4
Cc1ccc(OCC(=O)N/N=C\c2c(C)n(C)c3ccccc23)c([N+](=O)[O-])c1,2%,27,8,-1,1528,0.18,-0.2,0.4,0.54,i,8%,2.8,1338,47*,19*,41*,i,-14
CC(C)Oc1ccc2ccccc2c1C=O,30%,-2,-10,-0.25,1562,2,-0.11,1.8,-1.1,nt,18%,1.5,1383,2.9,1.2,1.9,i,26
CCOC(=O)C1CCN(C(=O)c2ccc(Cl)c(S(=O)(=O)N3CCOCC3)c2)CC1,7%,0,7,-0.49,1335,-0.45,-0.22,-0.069,0.61,i,6%,-7.8,1023,1.9,1.2,0.2,i,-5
